C diff growth: blocks growth of Clostridium difficile; Clostridium difficile clinical isolate growth, OD600, 24 h; stronger effect = lower value; growth activity, negative = inhibition, % at 16 µg/mL (by protocol); 86,000 compounds, 0.25% hits; AID 1259249;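 active means mean growth activity at or below -80% and every replicate also at or below -80%; inconclusive means mean at or below -80% but some replicate above -80%; inactive means mean growth activity above -80%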;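 further: 0% = DMSO wells and -100% = levofloxacin 16 µg/mL wells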
Pf Dd2 growth: blocks growth of Plasmodium falciparum Dd2 parasites; P. falciparum Dd2 growth, SYBR Green, 72 h; stronger effect = lower value; activity change, % at 10 µM; 94,000 compounds, 2.3% hits; AID 1159554; in the data active means activity change below about -80%; inconclusive means no clear call, values can overlap the other calls
KDM4C inh: inhibitors of human demethylase GASC-1 KDM4C; GST-KDM4C 2-372, H3K9me3 peptide, LANCE TR-FRET; inhibition, % at 12.5 µM; 96,000 compounds, 0.15% hits; AID 720574;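 active means mean replicate inhibition above about 25%, with at least 55% of replicates also reaching it, limit read from the data, passing the limit was not always enough; inconclusive means only one of those two conditions met; inactive means neither condition met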
Target sequence (Q9H3R0 2-372 limits assumed): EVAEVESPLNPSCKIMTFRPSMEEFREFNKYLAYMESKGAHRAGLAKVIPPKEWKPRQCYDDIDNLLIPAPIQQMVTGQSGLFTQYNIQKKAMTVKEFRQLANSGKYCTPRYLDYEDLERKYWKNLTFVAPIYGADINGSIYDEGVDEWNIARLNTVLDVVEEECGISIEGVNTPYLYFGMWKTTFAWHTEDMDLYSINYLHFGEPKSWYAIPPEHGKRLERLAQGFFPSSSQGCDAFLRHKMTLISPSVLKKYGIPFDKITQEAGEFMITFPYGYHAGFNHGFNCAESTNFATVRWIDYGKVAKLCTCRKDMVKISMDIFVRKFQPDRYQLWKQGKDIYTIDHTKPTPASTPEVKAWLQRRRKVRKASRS
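Material: GST-tagged GASC-1 (JMJD2C) catalytic fragment, aa 2-372. Input: enzyme final amount 10 nM. Medium: HEPES buffer, pH 7.5, plus ascorbate. Reagent: H3K9me3 peptide substrate, Fe(II), 2-oxoglutarate. Doses: single dose. Times: reaction 30 min RT, detection step 1 h RT. Measured by: LANCE TR-FRET. Evaluation: Fall in 671/618 emission ratio as inhibition.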
T cruzi growth: blocks T. cruzi growth in NIH3T3 culture. 77,000 compounds, 5.9% hits. T. cruzi beta-gal in NIH3T3, GalScreen luminescence, 90 h. inhibition, % at 8.34 µM;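 active means mean inhibition above about 93%, with at least 55% of replicates each passing it, limit read from the data, passing the limit was not always enough; inconclusive means only one of those two conditions holds; inactive means neither condition holds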
Numbers without * were called inactive; ? = inconclusive; · = not tested or not shown; & = joins results of further samples.

C diff growth	Pf Dd2 growth	KDM4C inh	T cruzi growth	canonical_smiles
6.9	27.8	9.9	-21.4	C[C@@H]1CCCCO[C@@H](CN(C)S(=O)(=O)c2cn(C)cn2)[C@@H](C)CN([C@H](C)CO)C(=O)c2cc(NS(=O)(=O)c3ccccc3)ccc2O1
-5.8	14.8	1.9	-322.7	CCC(=O)N1C[C@H](C)[C@@H](OC)CN(C)C(=O)c2cc(NS(C)(=O)=O)ccc2OC[C@@H]1C
0.9	1.2	-1.3	-18.4	CN1C(=O)c2cc(NC(=O)Cc3cccs3)ccc2OC[C@@H]2O[C@H](CC(=O)O)CC[C@H]21
-1.7	-5.8	0.0	16.7	C[C@@H]1CN([C@@H](C)CO)C(=O)c2cc(NS(=O)(=O)c3ccccc3)ccc2O[C@@H]1CN(C)C(=O)NC1CCCCC1
-18.4	12.9	-1.6	-31.7	N#C[C@@H]1[C@H](c2ccccc2)[C@H](CO)N1C(=O)Cc1ccccn1
·	10.3	-0.9	26.1	CCNC(=O)C[C@@H]1CC[C@@H]2[C@H](COC[C@@H](O)CN2Cc2ccccc2F)O1
1.6	23.9	-0.5	?	CS(=O)(=O)N1CCCCN2[C@@H](CO)[C@H](c3ccc(C4=CCCC4)cc3)[C@@H]2C1
-0.7	-23.8	-1.0	30.1	O=C(C[C@@H]1CC[C@@H](NC(=O)Nc2ccc(F)cc2)[C@H](CO)O1)NCCN1CCCC1
-14.5	12.5	1.3	·	C[C@@H]1CN([C@H](C)CO)C(=O)c2cc(NC(=O)Nc3cccc4ccccc34)ccc2O[C@@H](C)CCCCO[C@H]1CN(C)S(C)(=O)=O
2.6	-47.2	-1.3	13.2	CO[C@H]1CN(C)C(=O)c2cc(NS(=O)(=O)c3ccc(C)cc3)ccc2OC[C@@H](C)N(Cc2nccs2)C[C@@H]1C
0.0&-1.6	·	-1.9	18.0	COc1cccc(S(=O)(=O)N2C[C@@H](O)COC[C@@H]3O[C@@H](CC(=O)N4CCN(c5ccccc5)CC4)CC[C@H]32)c1
5.5	-60.8	0.0	·	COc1ccc2c3c(n(C)c2c1)[C@@H](CO)N(CC1CC1)CC31CN(C(=O)Nc2ccc(F)cc2F)C1
-6.9	-22.2	-0.1	40.9	COc1cccc(S(=O)(=O)Nc2ccc3c(c2)[C@H]2C[C@@H](CC(=O)NCc4cccc(F)c4)O[C@@H](CO)[C@H]2O3)c1
1.8	-16.9	-4.6	-10.8	O=C(C[C@@H]1C[C@@H]2c3cc(NC(=O)Nc4ccccc4F)ccc3O[C@@H]2[C@H](CO)O1)NCC(F)(F)F
2.5	34.4	-0.4	36.6	C[C@H]1CN([C@@H](C)CO)C(=O)Cc2cc(NC(=O)CCN3CCOCC3)ccc2O[C@H]1CN(C)Cc1ccc(C(=O)O)cc1
-1.9	-9.9	0.3	47.8	CCNC(=O)C[C@H]1CC[C@H]2[C@H](COc3ccc(NC(=O)c4ccccc4Cl)cc3C(=O)N2C)O1
-8.3	2.7	1.0	54.3	C[C@@H]1CN([C@H](C)CO)C(=O)Cc2cc(NS(=O)(=O)c3ccccc3)ccc2O[C@@H]1CN(C)S(=O)(=O)c1cccs1
-2.4	2.5	-1.9	40.1	C[C@@H]1CN([C@H](C)CO)C(=O)c2cc(C#CC3(O)CCCC3)cnc2O[C@H]1CN(C)C(=O)C1CCC1
-1.3	-4.3	0.0	-8.6	C[C@H](CO)N1C[C@H](C)[C@H](CN(C)S(C)(=O)=O)Oc2ccc(NC(=O)Cc3ccccc3)cc2CC1=O
15.9	3.2	5.9	11.9	Cc1noc(C)c1S(=O)(=O)N(C)C[C@@H]1Oc2c(NS(=O)(=O)c3ccccc3)cccc2C(=O)N([C@H](C)CO)C[C@@H]1C
·	·	1.0	8.7	CCCN1C[C@@H](C)[C@H](OC)CN(C)C(=O)c2ccc(NC(=O)CC)cc2OC[C@@H]1C
-5.4	-2.1	0.4	-71.2	COC(=O)C[C@H]1CC[C@@H](NC(=O)Nc2ccc(C(F)(F)F)cc2)[C@@H](CO)O1
-1.8	4.3	0.4	15.6	CN(C)C(=O)[C@@H]1[C@@H](CO)[C@@H]2Cn3c(ccc(-c4cccc(F)c4)c3=O)[C@H]1N2CCc1ccccc1
-2.8	11.6	-0.3	44.3	C[C@@H]1CCCCO[C@@H](CN(C)C(=O)Nc2ccc(F)cc2)[C@@H](C)CN([C@H](C)CO)C(=O)c2cc(NS(=O)(=O)c3ccc(F)cc3)ccc2O1
-0.4	2.6	-1.7	15.9	CCCNC(=O)[C@H]1[C@H](CO)[C@H]2Cn3c(ccc(-c4cccc(C(=O)N(C)C)c4)c3=O)[C@@H]1N2

The list goes on, starting with the last 4 of the part before.
C diff growth	Pf Dd2 growth	KDM4C inh	T cruzi growth	canonical_smiles
-5.4	-2.1	0.4	-71.2	COC(=O)C[C@H]1CC[C@@H](NC(=O)Nc2ccc(C(F)(F)F)cc2)[C@@H](CO)O1
-1.8	4.3	0.4	15.6	CN(C)C(=O)[C@@H]1[C@@H](CO)[C@@H]2Cn3c(ccc(-c4cccc(F)c4)c3=O)[C@H]1N2CCc1ccccc1
-2.8	11.6	-0.3	44.3	C[C@@H]1CCCCO[C@@H](CN(C)C(=O)Nc2ccc(F)cc2)[C@@H](C)CN([C@H](C)CO)C(=O)c2cc(NS(=O)(=O)c3ccc(F)cc3)ccc2O1
-0.4	2.6	-1.7	15.9	CCCNC(=O)[C@H]1[C@H](CO)[C@H]2Cn3c(ccc(-c4cccc(C(=O)N(C)C)c4)c3=O)[C@@H]1N2
-5.7	18.5	-2.2	5.6	COc1ccc(NC(=O)N(C)C[C@@H]2OCCCC[C@@H](C)Oc3ccc(NC(=O)Cc4ccccc4)cc3C(=O)N([C@@H](C)CO)C[C@H]2C)cc1
1.0	-24.4	0.8	61.6	Cc1noc(C)c1S(=O)(=O)Nc1ccc2c(c1)C(=O)N([C@@H](C)CO)C[C@H](C)[C@H](CN(C)Cc1ccncc1)OCCCC[C@@H](C)O2
·	3.9	1.1	8.6	O=C(N[C@@H]1C=C[C@@H](CC(=O)N2CCCCC2)O[C@H]1CO)c1ccccn1
·	-45.5	7.2	41.1	O=C(C[C@H]1C[C@@H]2c3cc(NC(=O)Nc4ccccc4F)ccc3O[C@@H]2[C@@H](CO)O1)NC1CCCC1
23.4	-90.5*	5.6	·	C[C@@H]1CN([C@@H](C)CO)C(=O)c2c(c3ccccc3n2C)-c2ccccc2CO[C@@H]1CN(C)Cc1cccc(C(F)(F)F)c1
-0.5	15.7	2.1	-5.6	CCCNC(=O)C[C@H]1C[C@@H]2c3cc(NC(=O)COC)ccc3O[C@@H]2[C@H](CO)O1
1.5	-19.8	1.0	5.5	CS(=O)(=O)N(CC1CCC1)C[C@H]1N[C@H](CO)[C@H]1c1ccccc1
4.1	-78.7	-0.5	-45.9	C[C@@H](O)C#Cc1ccc2c(c1)O[C@@H](CN(C)Cc1ccc(-c3ccccc3)cc1)[C@@H](C)CN([C@@H](C)CO)S2(=O)=O
·	9.3	0.3	-25.8	CC(C)NC(=O)NCC[C@H]1CC[C@@H](NC(=O)c2ccc(F)cc2)[C@@H](CO)O1
4.3	-8.2	0.8	61.0	C[C@@H]1CN([C@@H](C)CO)C(=O)Cc2cc(NC(=O)Cc3ccccc3)ccc2O[C@H]1CN(C)S(=O)(=O)c1cccs1
3.0	-14.2	-3.5	105.2*	CN1c2ccc(-c3cccc(C#N)c3)cc2[C@@H]2[C@@H](CCN2S(=O)(=O)c2ccc(F)cc2)[C@@H]1CO
9.3	-5.8	-2.1	35.2	CCNC(=O)C[C@H]1CC[C@H]2[C@@H](COc3ccc(NC(=O)c4ccc(F)cc4)cc3C(=O)N2C)O1
·	-0.8	0.9	20.4	C[C@H](NC(=O)C[C@@H]1CC[C@H](NC(=O)Nc2ccc3c(c2)OCO3)[C@@H](CO)O1)c1ccccc1
0.3	15.4	-0.6	54.5	C[C@H]1CN([C@@H](C)CO)C(=O)Cc2cc(NC(=O)C3CCCCC3)ccc2O[C@@H]1CN(C)S(C)(=O)=O
1.9	-53.8	10.6	62.6	C[C@@H]1CN([C@@H](C)CO)C(=O)c2cc(C#CCC3CCCC3)cnc2O[C@H]1CN(C)CC1CCOCC1
·	-11.6	-0.2	-39.3	C[C@@H]1CN([C@@H](C)CO)S(=O)(=O)c2ccc(C3=CCCC3)cc2O[C@H]1CN(C)S(C)(=O)=O
-0.1	66.7	1.8	-3.8	C[C@@H]1CN([C@H](C)CO)C(=O)c2cc(C#CCN(C)C)cnc2O[C@H]1CN(C)C(=O)Cc1cccnc1
11.1	-4.5	0.6	39.4	O=C(N[C@H]1C=C[C@@H](CC(=O)N2CCN(c3ccccc3)CC2)O[C@H]1CO)c1ccccc1
-0.8	17.0	-0.4	-59.1	O=C(Nc1ccc(F)cc1)N[C@@H]1CC[C@H](CC(=O)N2CCCCC2)O[C@@H]1CO
1.1	·	-3.5	·	O=C(NCC[C@@H]1CC[C@@H](NC(=O)Nc2cc(F)ccc2F)[C@H](CO)O1)Nc1ccc(F)cc1
-4.5	15.7	0.9	?	N#C[C@H]1[C@H](c2ccc(C3=CCCC3)cc2)[C@H](CO)N1C(=O)C1CCC1
13.0	-1.2	-2.5	-30.9	C[C@H]1CN([C@@H](C)CO)C(=O)Cc2cc(NC(=O)CCCCCC(=O)Nc3ccccc3N)ccc2O[C@H]1CN(C)C(=O)Nc1ccc(F)cc1
-1.3	12.0	-0.4	3.6	C[C@@H]1CN([C@H](C)CO)C(=O)c2cccc(NC(=O)c3cnccn3)c2O[C@H]1CN(C)Cc1ccc(C(=O)O)cc1
0.1	-9.4	0.7	-1.2	COc1ccc(S(=O)(=O)Nc2ccc3c(c2)CC(=O)N([C@@H](C)CO)C[C@H](C)[C@@H](CN(C)S(C)(=O)=O)O3)cc1
-2.6	·	0.5	4.9	C[C@@H]1CN([C@H](C)CO)C(=O)c2cc(C#C[C@@H](C)O)cnc2O[C@H]1CN(C)C(=O)CC1CC1

Next entries follow.
C diff growth	Pf Dd2 growth	KDM4C inh	T cruzi growth	canonical_smiles
·	19.0	1.6	8.1	O=C(Nc1ccc(F)cc1)N[C@H]1CC[C@H](CC(=O)N2CCOCC2)O[C@@H]1CO
-0.1	-66.6	-0.2	?	C[C@@H]1CN([C@@H](C)CO)C(=O)c2cc(NS(=O)(=O)c3cccs3)ccc2O[C@@H](C)CCCCO[C@@H]1CN(C)Cc1ccc(C(F)(F)F)cc1
7.1	-87.2*	-1.6	50.0	Cc1noc(C)c1NC(=O)Nc1ccc2c(c1)C(=O)N([C@H](C)CO)C[C@@H](C)[C@@H](CN(C)C(=O)Nc1ccc(C(F)(F)F)cc1)OCCCC[C@@H](C)O2
2.2	7.0	1.9	·	O=C(Nc1ccc2c(c1)OCO2)N[C@@H]1CC[C@H](CCNC(=O)C2CCCCC2)O[C@@H]1CO
-1.8	17.6	-0.9	37.1	C[C@@H]1CN([C@H](C)CO)C(=O)Cc2cc(NC(=O)CCN3CCOCC3)ccc2O[C@H]1CN(C)S(C)(=O)=O
·	6.7	1.3	6.2	COc1ccccc1CNC(=O)C[C@@H]1CC[C@H]2[C@@H](COC[C@@H](O)CN2C(=O)Nc2ccc(Cl)cc2)O1
-5.4	20.1	-0.1	·	O=C(NC1CCCC1)N1CC(=O)N2[C@H](CO)[C@H](c3ccc(-c4cccnc4)cc3)[C@@H]2C1
1.0	-14.6	-1.0	·	Cc1ccccc1-c1ccc([C@@H]2[C@H]3CN(S(C)(=O)=O)CC(=O)N3[C@H]2CO)cc1
-6.1	-11.6	2.2	53.7	CCC(=O)Nc1ccc2c(c1)C(=O)N(C)[C@@H]1CC[C@@H](CC(=O)NCCCN(C)C)O[C@@H]1CO2
-3.9	6.1	-0.4	·	CC(=O)NC[C@@H]1[C@@H](c2ccc(C3=CCCC3)cc2)[C@@H](CO)N1C(=O)CN(C)C
2.6	-10.4	-8.7	-2.8	O=C([C@H]1N[C@H]2c3ccc(-c4ccc(F)cc4)c(=O)n3C[C@H]2[C@@H]1CO)N1CCc2ccccc2C1
14.2	-29.1	10.9	48.9	COc1ccc(NC(=O)N(C)C[C@@H]2OCCCC[C@H](C)Oc3ccc(NS(=O)(=O)c4ccc(F)cc4)cc3C(=O)N([C@H](C)CO)C[C@@H]2C)cc1
-1.4	·	19.0	·	CN(C)Cc1cn(CC[C@H]2CC[C@H](NS(=O)(=O)c3ccccc3)[C@H](CO)O2)nn1
-0.7	?	-0.2	73.7	Cc1ccc(S(=O)(=O)Nc2ccc3c(c2)C(=O)N([C@@H](C)CO)C[C@H](C)[C@@H](CN(C)S(=O)(=O)c2ccc(Cl)cc2)OCCCC[C@@H](C)O3)cc1

Shown with values under each structure: part of the list above.
Each structure is followed by: C diff growth | Pf Dd2 growth | KDM4C inh | T cruzi growth
> CC(=O)NC[C@@H]1[C@@H](c2ccc(C3=CCCC3)cc2)[C@@H](CO)N1C(=O)CN(C)C
    -3.9 | 6.1 | -0.4 | ·
> O=C([C@H]1N[C@H]2c3ccc(-c4ccc(F)cc4)c(=O)n3C[C@H]2[C@@H]1CO)N1CCc2ccccc2C1
    2.6 | -10.4 | -8.7 | -2.8
